Screening results as filed in PubChem BioAssay.
PI4K2A block: qHTS for small molecular inhibitors of PI4K2A; Phosphatidylinositol 4-kinase type 2-alpha (Homo sapiens), Q9BTU6; AID 1346378, 2018; purified PI4K2A, ADP-Glo luminescence, 1 h; stronger effect = lower value; 420,000 compounds, 0.13% hits; activity change, negative = inhibition, % at 76.9 µM; in the data active = activity change below about -50%; inconclusive = mostly about -30% to -49%;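 also: -100% = wells without enzyme as full effect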
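PI4K2A activity was measured by ADP-Glo luminescence: enzyme (4 ug/mL stock) and phosphatidylinositol (1.2 mM stock) in Tris pH 7.5/MgCl2/EGTA/Triton X-100 buffer were reacted with ATP (300 microM stock) for one hour at ambient temperature.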
JMJD2A Tudor: qHTS Assay for Inhibitors of JMJD2A-Tudor Domain; Potency, µM (highest dose often 114 µM), for inactives: at the highest dose activity change, negative = inhibition, usual class: inhibitors; 390,000 compounds, 4.4% hits; AID 504339, 2011; AlphaScreen JMJD2A-Tudor / H3K4me3 peptide binding; also: potency is read from the fitted curve at half-maximal effect; % is scaled to controls: 0 for no effect and ±100 for the full control effect; nearly all actives have a fitted effect of over 50% in size
GLS inhibitor: qHTS for Inhibitors of Glutaminase (GLS) | 410,000 compounds, 0.21% hits | GLS enzymatic activity, qHTS titration | Glutaminase kidney isoform, mitochondrial (Homo sapiens), O94925 | Potency, µM (series often up to 45.5 µM), for the others: top-dose activity change, negative = inhibition, usual class: inhibitors; also: potency is read from the fitted curve at half-maximal effect; % is scaled to controls: 0 for no effect and ±100 for the full control effect
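Compounds were pin-transferred onto hKGA, after which L-glutamine (1 mM solution) and a detection mix of glutamate oxidase, HRP and Amplex Red were added. Initial and 30 min RT fluorescence reads were collected.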
HP1b chromo inh: HTS for Inhibitors of HP1-beta Chromodomain Interactions with Methylated Histone Tails | Chromobox protein homolog 1 (Homo sapiens), P83916 | 390,000 compounds, 0.56% hits | Potency, µM (doses to about 114 µM), for the others: at the highest dose activity change, negative = inhibition, hits mostly inhibitors | AlphaScreen HP1-beta / biotin-H3K9me3 peptide binding; also: potency is read from the fitted curve at half-maximal effect; nearly all actives have a fitted effect of over 70% in size; inactives centre near 23
Target sequence (P83916 whole entry, looked up): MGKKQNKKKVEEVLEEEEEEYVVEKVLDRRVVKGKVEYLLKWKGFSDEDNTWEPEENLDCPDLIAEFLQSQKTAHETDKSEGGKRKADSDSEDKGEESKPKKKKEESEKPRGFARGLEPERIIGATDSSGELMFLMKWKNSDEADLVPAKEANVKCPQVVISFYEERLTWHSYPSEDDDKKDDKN
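Compound inhibition of the preformed complex between 50 nM HP1-beta and 50 nM biotinylated H3K9me3 peptide was read by AlphaScreen. Buffer was PBS pH 7.4 with 0.01% Tween-20. Incubations ran 30 min at room temperature, with 10 ug/mL donor/acceptor beads.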
PGK inhibitor: qHTS Assay to Find Inhibitors of Phosphoglycerate Kinase. Potency, µM (doses to about 57.5 µM), inactives show top-dose activity change, negative = inhibition, usual class: inhibitors. 380,000 compounds, 0.043% hits. Phosphoglycerate kinase, glycosomal (Trypanosoma brucei brucei), P07378. PGK/GAPDH coupled, Kinase-Glo luminescence, 60 min. AID 602233, 2012; also: potency is read from the fitted curve at half-maximal effect; % is scaled to controls: 0 for no effect and ±100 for the full control effect; nearly all actives have a fitted effect of over 60% in size
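Luminescent ATP detection (Kinase-Glo Plus) follows a 60-minute room-temperature incubation, with wells lacking PGK as controls. Buffer: 100 mM TEA (pH 7.6), 5 mM MgCl2, 0.01% Tween-20. Coupling enzyme GAPDH (100 nM final) supplies unstable 1,3-BPG in-well.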
G9a block: qHTS Assay for Inhibitors of Histone Lysine Methyltransferase G9a | Histone-lysine N-methyltransferase EHMT2 (Homo sapiens), Q96KQ7 | G9a H3K9 monomethylation, AlphaScreen, 2 h | Potency, µM (doses to about 102 µM), inactives show top-dose activity, negative = inhibition, actives largely listed as inhibitors | 350,000 compounds, 8.8% hits; also: potency is read from the fitted curve at half-maximal effect; % is scaled to controls: 0 for no effect and ±100 for the full control effect; nearly all actives have a fitted effect of over 75% in size
Target sequence (Q96KQ7 913-1193 limits assumed): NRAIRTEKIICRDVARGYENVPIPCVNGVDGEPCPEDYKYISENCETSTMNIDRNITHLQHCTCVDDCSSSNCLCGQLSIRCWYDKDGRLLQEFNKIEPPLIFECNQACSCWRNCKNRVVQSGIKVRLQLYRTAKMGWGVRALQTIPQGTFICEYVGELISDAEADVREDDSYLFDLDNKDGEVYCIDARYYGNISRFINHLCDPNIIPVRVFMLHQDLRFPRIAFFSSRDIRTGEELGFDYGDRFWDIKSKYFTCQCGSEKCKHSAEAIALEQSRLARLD
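Chemiluminescent proximity detection of H3K9 monomethylation, read after 10 min bead incubation in the dark. Reaction: 20 nM G9a, 500 nM biotin-H3K9 peptide, 20 uM SAM cofactor, 2 h, room temperature, following 15 min enzyme-compound preincubation.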
ERG Ets-DNA blk: qHTS for Small Molecule Inhibitors of the ERG Ets/DNA interaction. fluorescence polarization, His-ERG Ets domain / labelled DNA. Potency, µM (series often up to 76.9 µM), inactives show at the top dose FP activity, negative = inhibition, actives largely listed as inhibitors. 370,000 compounds, 0.028% hits; active = well fitted inhibition curve with a large enough effect in the polarisation, with a control signal flat; inconclusive = small, poorly fitted or top-dose-only effect, or effect the other way, or a change in a side signal; inactive = no such curve, though single readings can be large or run the other way; the % refers to the polarisation;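 also: polarization taken with two DNA probes labelled with fluorescein and Texas red; potency is read from the fitted curve at half-maximal effect; % of control where 0% means no effect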
Target sequence (P11308 whole entry, looked up, the tested form may be a part): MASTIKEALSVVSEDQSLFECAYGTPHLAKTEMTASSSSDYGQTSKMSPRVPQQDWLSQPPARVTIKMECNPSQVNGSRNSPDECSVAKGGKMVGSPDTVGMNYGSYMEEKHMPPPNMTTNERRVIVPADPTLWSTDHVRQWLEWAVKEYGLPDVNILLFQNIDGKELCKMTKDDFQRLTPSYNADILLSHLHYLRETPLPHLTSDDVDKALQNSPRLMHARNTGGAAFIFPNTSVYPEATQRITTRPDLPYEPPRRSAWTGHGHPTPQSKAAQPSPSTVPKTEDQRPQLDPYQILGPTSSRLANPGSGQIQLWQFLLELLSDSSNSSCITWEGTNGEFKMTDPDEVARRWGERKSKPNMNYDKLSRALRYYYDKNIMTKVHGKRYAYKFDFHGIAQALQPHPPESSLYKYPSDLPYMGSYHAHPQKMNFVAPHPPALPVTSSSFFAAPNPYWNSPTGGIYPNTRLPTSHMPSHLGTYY
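His-tagged ERG Ets domain (1 uM in the protein solution; 300mM KCl, 50mM Tris-HCl, 1mM EDTA, 1mM DTT, pH 7.5) received compound, then a probe mix of 5 nM fluorescein-DNA and 100nM Texas-615-DNA. Fluorescence polarization was read for both dyes.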
BAZ2B block: qHTS Assay for Inhibitors of BAZ2B | Bromodomain adjacent to zinc finger domain protein 2B (Homo sapiens), Q9UIF8 | AlphaScreen BAZ2B-H3K14Ac peptide displacement | Potency, µM (titrated, usually from 114 µM), inactives show at the top dose activity change, negative = inhibition, actives largely listed as inhibitors | 360,000 compounds, 4.4% hits | AID 504333, 2011; also: potency is read from the fitted curve at half-maximal effect; % is scaled to controls: 0 for no effect and ±100 for the full control effect; nearly all actives have a fitted effect of over 60% in size
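Multi-concentration screen (max 110 uM) measuring displacement of acetylated histone H3 peptide from BAZ2B by AlphaScreen, using 50 nM protein, 50 nM peptide and 10 ug/mL streptavidin donor plus Ni-chelate acceptor beads.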
Pin1 inhibitor: qHTS Assay to Find Inhibitors of Pin1. Peptidyl-prolyl cis-trans isomerase NIMA-interacting 1 (Homo sapiens), Q13526. Potency, µM (top dose mostly 115 µM), for inactives: top-dose activity, negative = inhibition, usual class: inhibitors. Pin1 FP peptide displacement, HiFluor488, 10 min. 390,000 compounds, 0.009% hits. AID 504891, 2011; active = well fitted inhibition curve with a large enough effect in the polarisation, with a control signal flat, not every such curve was filed as active; inconclusive = small, poorly fitted or top-dose-only effect, or effect the other way, or a change in a side signal; inactive = no such curve, though single readings can be large or run the other way; the % refers to the polarisation; also: potency is read from the fitted curve at half-maximal effect; % is scaled to controls: 0 for no effect and ±100 for the full control effect
Target sequence (Q13526 whole entry, looked up): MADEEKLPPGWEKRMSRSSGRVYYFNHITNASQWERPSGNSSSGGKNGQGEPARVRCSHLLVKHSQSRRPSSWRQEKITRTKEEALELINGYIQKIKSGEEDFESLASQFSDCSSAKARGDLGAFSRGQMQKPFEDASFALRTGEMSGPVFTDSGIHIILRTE
* = called active by the depositor; i = inactive; ? = inconclusive; . = not tested or not shown; & = joins results of further samples; [ ] = remark or other dose. Unless noted, calls follow the shape of the dose curve; as a rule, active = well fitted curve in the direction sought with a large enough effect; inconclusive = small, poorly fitted or top-dose-only effect, or another doubt; inactive = no such curve, though single readings can be large; an effect the other way counts as inactive or inconclusive.

SMILES | PI4K2A block | JMJD2A Tudor | GLS inhibitor | HP1b chromo inh | PGK inhibitor | G9a block | ERG Ets-DNA blk | BAZ2B block | Pin1 inhibitor
N#Cc1cc2c(nc1SCC(=O)Nc1ccc(Cl)c(C(F)(F)F)c1)C1CCN2CC1 | -2.5 | 10.8% | -9.5% | 44.2%[activator] | -8.7% | 4.1%[59 µM] | -4.5% | -6.0% | -2.6%
CCN1CCN(Cc2ccc(OC(F)(F)F)cc2)CC1 | 1.2 | -23.1% | -11.3% | 25.1% | i | 5.6%[12.7 µM] | 3.4% | -35.8% | -4.7%
Cc1ccc2[nH]c3c(c2c1)CN(C(=O)CN1C[C@H]2C[C@@H](C1)c1cccc(=O)n1C2)CC3 | 0.9 | -25.2% | 30.6%[activator] | 57.9%[activator] | i | 50.1µM* | 4.6% | -27.3% | ?
CCOc1ccc([N+](=O)[O-])cc1CNCCc1ccccc1 | -0.1 | -9.0% | -5.9% | 32.3% | -3.6% | 2.9% | 1.5% | -14.7% | -7.7%
CCOc1ccccc1CN1CCN(S(=O)(=O)CC)CC1 | 6.3 | 5.62µM* | 1.3% | ? | . | 12.6µM* | . | 50.1µM* | -4.9%
c1cc2c(cc1[C@H]1OC[C@H]3[C@@H]1CO[C@H]3c1ccc3c(c1)OCO3)OCO2 | -1.5 | 13.4% | -6.1% | 65.9%[activator] | i | . | -6.7% | . | -4.4%
C=CCn1c(O)c(C(C)=NC2CC2)c(=O)[nH]c1=O | -6.5 | -16.0% | 1.5% | 27.2% | -10.5% | 2.4%[59 µM] | -0.6% | 3.9% | -4.7%
CCCCN1C(=N)C(CC)(CC)C(=O)NC1=O | -16.0 | 1.0% | 4.5% | 12.1% | 15.7% | -24.1%[59 µM] | 1.3% | -4.3% | -1.2%
CN1CCC2(CC1)C(C#N)=C(N)NC(S)=C2C#N | -8.7&-0.7 | 3.98µM* | 8.7%&6.8% | -17.0%&19.3% | -6.1%&-2.4% | 6.31µM* | 57.1%&71.9%[activator] | ? | ?
COc1cc(OC)cc(C(=O)NC(=S)N2C[C@H]3C[C@H](C2)c2cccc(=O)n2C3)c1 | 1.9 | -27.9% | 17.0% | 1.9% | i | 50.1µM* | 1.5% | ? | 2.4%
CCC(=NCc1ccco1)c1c(O)n(-c2ccc(Cl)cc2)c(=O)[nH]c1=O | -6.3 | -0.3% | -7.5% | 31.3% | -7.1% | ? | 4.9% | -2.4% | 27.6%
ClC(Cl)=C(c1ccc(Cl)cc1)c1ccc(Cl)cc1 | -0.3 | 238.8%[activator] | 16.5% | 228.9%[activator] | 4.4% | 128.5%[activator][59 µM] | 3.6% | 216.8%[activator] | 0.0%
CS(=O)(=O)N1CCCC(C(=O)N2CCC3(CC2)OCCO3)C1 (stereo not drawn) | -0.8 | -13.4% | -1.9% | 33.9% | . | 31.1% | . | -5.0%[57.1 µM] | -7.4%
COC(=O)C1=C(c2cccc(OC)c2OC)C[C@@H]2CC[C@H]1N2C(=O)N1CCCC1 | -0.4 | -7.9% | -7.5% | 46.6%[activator] | -4.9% | . | -5.3% | . | -0.3%
CCOC(=O)c1ccc(-[n+]2c(-c3ccccc3)cc(-c3ccccc3)cc2-c2ccccc2)cc1 | -3.8 | -28.1% | 1.1% | 34.8% | -2.8% | 3.3%[2.33 µM] | 1.7% | -19.2% | 2.1%
[O-]C1=N/[N+](=C/c2ccc(Cl)cc2)CC1 | -6.4 | -10.3% | 38.3%[activator] | 25.5% | 3.4% | 8.91µM* | -2.9% | 11.1% | -8.4%
O=C1OC(=O)c2c(Br)c(Br)c(Br)c(Br)c21 | -7.7 | ? | 9.1% | 45.8%[activator] | -13.5% | -23.5%[0.501 µM] | 11.8% | ? | -9.1%
Cc1cccc(OCCCn2c(=O)oc3ccccc32)c1 | 2.9 | 60.1%[activator] | -5.0% | 118.8%[activator] | -0.7% | 51.0%[activator][12.7 µM] | 4.7% | 46.8%[activator] | -4.1%
NC(=O)c1cn(C2OC(CO)C(O)C2O)c2ncnc(N)c12 (stereo not drawn) | -8.2&-4.2 | ? | 12.6%&-1.1% | 18.4%&24.1% | 9.5% | ? | 8.1% | -26.1% | -6.3%&2.2%
CCCn1cc(CN2CCCC(C(=O)c3cccc(OC)c3)C2)c(C)n1 (stereo not drawn) | 8.0 | 0.3% | -11.1% | 6.4% | -1.8% | -2.9% | 13.9% | 2.2% | 3.8%
Cc1cc(S(=O)(=O)NCc2ccccc2)ccc1OCC(=O)N1CCN(C)CC1 | 4.2 | -11.7% | 3.7% | 14.0% | . | -0.7%[12.7 µM] | . | 5.5% | -2.8%
C/C(=N\NC(=O)c1ccncc1)c1c(O)[nH]c(=O)[nH]c1=O | -2.1 | -2.8% | -3.4% | 48.4%[activator] | 7.8% | . | 3.2% | . | 0.6%
Cc1ccc(-n2c(O)c(C=NCCN3CCNCC3)c(=O)[nH]c2=S)cc1 | -3.0 | -2.7% | 7.0% | 61.1%[activator] | . | 0.4%[2.33 µM] | 7.7% | 2.3% | -1.2%
CC(=O)Nc1ccccc1C(=O)OCC(=O)c1ccccc1Cl | -0.6 | 6.2% | 4.1% | 30.8% | -0.5% | 14.2%[59 µM] | 7.5% | 7.8% | -2.8%
CCN(CC)C(=O)c1ccc(NC(=O)c2c(C)noc2C)cc1 | -6.3 | -2.9% | -1.0% | 16.4% | 0.8% | -13.4%[12.7 µM] | . | 9.2% | -12.9%
O=C1NC(=O)[C@]2(Cc3ccccc3N3CCN(c4ccccc4)CC32)C(=O)N1c1ccccc1 (stereo partly drawn) | -16.4 | ? | 23.2% | 13.9% | i | 3.16µM* | 0.6% | -30.5% | -15.7%
C/C(=N/O)c1ccc2ccc3ccccc3c2c1 | 0.7 | -0.3% | 5.6% | 22.3% | -0.9% | . | 0.4% | . | -7.3%
COc1ccc(-n2c(O)c(C(C)=NC3CC3)c(=O)[nH]c2=O)cc1 | 4.3 | -6.4% | 0.7% | 30.4% | -2.6% | ? | -4.1% | -15.8% | -1.2%
CC(=O)OC1C([N+]2(C)CCCCC2)C[C@H]2C3CC[C@H]4C[C@H](OC(C)=O)C([N+]5(C)CCCCC5)CC4(C)[C@H]3CCC12C (stereo partly drawn) | 0.6 | -2.2% | -13.0% | 41.0%[activator] | -9.8% | . | -14.4% | . | -3.8%
Nc1cccc(N=Cc2c(O)n(Cc3ccc(F)cc3)c(=O)[nH]c2=O)c1 | -8.4 | -17.1% | 8.7% | 7.3% | 1.4% | 12.6µM* | -3.3% | 1.5% | 22.2%
N#CC1=C(N)Oc2n[nH]c(-c3ccccc3)c2C1c1cccc(OC(=O)N2CCOCC2)c1 (stereo not drawn) | -3.1 | -25.7% | 21.6% | 17.7% | 8.0% | ? | -0.1% | -34.2% | -2.3%
C[C@]12CC[C@H](O)CC1=CCC1C2CC[C@@]2(C)C1CC[C@@H]2OCc1ccccc1 (stereo partly drawn) | 15.2 | -1.4% | -8.9% | 28.6% | -4.5% | . | 6.6% | . | -2.8%
CCN(CC)C(=O)Oc1ccc2cc(Br)ccc2c1 | -0.8 | 95.5%[activator] | -0.2% | 171.8%[activator] | -5.9% | 108.0%[activator][59 µM] | -7.5% | 78.3%[activator] | 2.1%
COC(=O)c1ccccc1OP(=O)(c1cccc([N+](=O)[O-])c1)c1cccc([N+](=O)[O-])c1 | 2.3 | -21.5% | 24.1% | ? | 2.1% | . | 1.2% | ? | 2.7%
COC(=O)C1=C(c2ccccc2OCc2ccccc2)C[C@@H]2CC[C@H]1N2C(=O)NCCCOC(C)C | -1.9 | -10.7% | -0.2% | 93.3%[activator] | -6.4% | 6.8%[0.501 µM] | -2.3% | -14.4% | -2.1%
COc1ccc(OC)c(-n2c(O)c(C=Nc3c(C)n(C)n(-c4ccccc4)c3=O)c(=O)[nH]c2=S)c1 | 3.1 | ? | -3.0% | 38.8% | 23.4% | . | 1.1% | -11.6% | ?
CCc1ccc(-n2nc(C)c3c(C(=O)NCCc4ccc(OC)c(OC)c4)cc(C)nc32)cc1 | -1.9 | 5.5% | -3.1% | 47.3%[activator] | -8.3% | 4.8%[59 µM] | 6.1% | 18.6%[57.1 µM] | 49.2%[activator]
Cc1ccc2scc(N3CCN(C)CC3)c(=O)c2c1 | -6.6 | -26.8% | 14.4% | 14.2%[57 µM] | i | 39.2%[59 µM] | 1.1% | 7.8% | 23.2%
CCN1C(=O)N(CC)C(=O)C2(Cc3ccccc3N3CCN(c4ccccc4)CC32)C1=O (stereo not drawn) | -3.9 | -22.3% | 11.6% | 42.0%[activator] | 4.9% | 2µM* | -5.3% | ? | -1.6%
Cc1ccc(C(C)(C)C)c(OCC(=O)Nc2ccc(Cl)cc2C(=O)c2ccccc2)c1 | 7.6 | -3.3% | -10.3% | 39.2%[activator] | . | -25.7%[59 µM] | -5.0% | 5.1% | 0.8%

A portion of the library, so the mix of outcomes need not match the whole.
